High-throughput results from PubChem.
PfM18AAP inh = blocks P. falciparum M18 aspartyl aminopeptidase; recombinant PfM18AAP, H-Glu-NHMec fluorogenic cleavage; inhibition, % at 7.35 µM; 1.2% of 290,000 active;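 active = inhibition above the campaign mean inhibition over all tested compounds plus 3 SD, cut at about 28% in these data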;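 also: 0% = plate median of test compound wells and 100% = 2 mM ZnCl2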
VIM-2 inhibitor = blocks Pseudomonas aeruginosa VIM-2 metallo-beta-lactamase | purified VIM-2, nitrocefin hydrolysis, epi-absorbance fluorescence | inhibition, % at 5.6 µM | 0.89% of 290,000 active;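 active = inhibition above the mean of all tested compounds plus 3 SD, cutoff set per screening run, cut at about 7.5% in these data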;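 also: red hydrolysis product quenches plate fluorescence so inhibitors raise well fluorescence; 0% = enzyme with DMSO and 100% = DMSO without enzyme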
IDE cell activ = activators of human insulin-degrading enzyme in cells; HEK cells, FAbeta-B cleavage, fluorescence polarization; 0% vehicle, 100% cell-free pure enzyme wells; P14735; 0.073% of 340,000 active; activation, % at 5.96 µM;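 active = activation above the mean of all tested compounds plus 3 SD, set per screening campaign, cut at about 17% in these data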
FID counter = displaces DNA intercalator in HCV helicase counter-screen | 0.17% of 290,000 active | inhibition, % at 7.9 µM | DNA fluorescent intercalator displacement, fluorescence | AID 1845; in the data active = inhibition above about 37%;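 also: 0% = vehicle and 100% = reference compound; higher means more ethidium bromide displaced from hairpin DNA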
IDE cell inh = inhibitors of human insulin-degrading enzyme in cells | HEK cells, FAbetaB cleavage, fluorescence polarization | P14735 | inhibition, % at 5.59 µM | 0.41% of 320,000 active;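 active = percent inhibition above the average of all tested compounds plus 3 SD, set per screening campaign, cut at about 16% in these data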;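 also: IDE supplied by intact live HEK cells; FP after avidin binding of uncleaved biotin substrate so inhibition keeps polarization high; 0% = DMSO wells and 100% = 60 µM reference IDE inhibitor Ii1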
UBC9 SUMO inh = blocks human SUMOylation mediated by UBC9 | 0.36% of 290,000 active | AID 2006 | HTRF SUMOylation assay, SAE1/SAE2 + UBC9, in vitro | inhibition, % at 35 µM; in the data active = inhibition above about 50%, passing the limit was not always enough; also: strong numbers were not always called active
NS3 helicase inh = HCV NS3 helicase inhibition. NS3 helicase DNA unwinding, Cy5 molecular beacon fluorescence. inhibition, % at 10.9 µM. 0.56% of 290,000 active. AID 1800;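 active = inhibition above the mean of all tested compounds plus 3 SD, set per campaign, cut at about 35% in these data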;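 also: 0% = DMSO wells and 100% = thioflavine S control wells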
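Test system: hepatitis C virus NS3 helicase domain fragment enzyme. Also added: annealed dual-labelled DNA beacon duplex, ATP-started. Timing: 60 min unwinding reaction at 25 °C after ATP addition. Technique: Cy5 fluorescence. Measure: % inhibition of unwinding.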
IMP-1 inhibitor = inhibitors of Pseudomonas aeruginosa IMP-1 metallo-beta-lactamase; purified IMP-1, nitrocefin hydrolysis, epi-absorbance fluorescence; inhibition, % at 5.6 µM; 0.45% of 290,000 active; AID 1556;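 active = inhibition above the mean plus 3 SD of all compounds in the same screening run, cut at about 4.5% in these data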;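 also: 0% = IMP-1 with DMSO and 100% = DMSO wells lacking enzyme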
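System: Purified IMP-1 | Read-out basis: Percent enzyme inhibition | Controls: IMP-1 with DMSO as 0%, enzyme-free DMSO as 100% | Replicates: One well per compound | Doses: 5.6 µM nominal single concentration | Detection: Epi-absorbance fluorescence, 480 nm excitation, 530 nm emission | Incubation: 25 °C, 15 min preincubation, 25 min reaction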
p-CIP stab down = compounds decreasing mouse p/CIP protein stability. decrease of EGFP signal, % at 10 µM. F442A p/CIP-EGFP cells, EGFP fluorescence, 16 h. Q05BA5. AID 1984. 0.01% of 290,000 active;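 active = EGFP signal decrease of at least 30% at 10 µM or well 3 SD below plate mean, unless failing retest; inactive = the rest, including hits failing retest or dose response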; also: some compounds called inactive have numbers as strong as hits; many of its hits are not listed in these tables
Target sequence (Q05BA5 1-1403): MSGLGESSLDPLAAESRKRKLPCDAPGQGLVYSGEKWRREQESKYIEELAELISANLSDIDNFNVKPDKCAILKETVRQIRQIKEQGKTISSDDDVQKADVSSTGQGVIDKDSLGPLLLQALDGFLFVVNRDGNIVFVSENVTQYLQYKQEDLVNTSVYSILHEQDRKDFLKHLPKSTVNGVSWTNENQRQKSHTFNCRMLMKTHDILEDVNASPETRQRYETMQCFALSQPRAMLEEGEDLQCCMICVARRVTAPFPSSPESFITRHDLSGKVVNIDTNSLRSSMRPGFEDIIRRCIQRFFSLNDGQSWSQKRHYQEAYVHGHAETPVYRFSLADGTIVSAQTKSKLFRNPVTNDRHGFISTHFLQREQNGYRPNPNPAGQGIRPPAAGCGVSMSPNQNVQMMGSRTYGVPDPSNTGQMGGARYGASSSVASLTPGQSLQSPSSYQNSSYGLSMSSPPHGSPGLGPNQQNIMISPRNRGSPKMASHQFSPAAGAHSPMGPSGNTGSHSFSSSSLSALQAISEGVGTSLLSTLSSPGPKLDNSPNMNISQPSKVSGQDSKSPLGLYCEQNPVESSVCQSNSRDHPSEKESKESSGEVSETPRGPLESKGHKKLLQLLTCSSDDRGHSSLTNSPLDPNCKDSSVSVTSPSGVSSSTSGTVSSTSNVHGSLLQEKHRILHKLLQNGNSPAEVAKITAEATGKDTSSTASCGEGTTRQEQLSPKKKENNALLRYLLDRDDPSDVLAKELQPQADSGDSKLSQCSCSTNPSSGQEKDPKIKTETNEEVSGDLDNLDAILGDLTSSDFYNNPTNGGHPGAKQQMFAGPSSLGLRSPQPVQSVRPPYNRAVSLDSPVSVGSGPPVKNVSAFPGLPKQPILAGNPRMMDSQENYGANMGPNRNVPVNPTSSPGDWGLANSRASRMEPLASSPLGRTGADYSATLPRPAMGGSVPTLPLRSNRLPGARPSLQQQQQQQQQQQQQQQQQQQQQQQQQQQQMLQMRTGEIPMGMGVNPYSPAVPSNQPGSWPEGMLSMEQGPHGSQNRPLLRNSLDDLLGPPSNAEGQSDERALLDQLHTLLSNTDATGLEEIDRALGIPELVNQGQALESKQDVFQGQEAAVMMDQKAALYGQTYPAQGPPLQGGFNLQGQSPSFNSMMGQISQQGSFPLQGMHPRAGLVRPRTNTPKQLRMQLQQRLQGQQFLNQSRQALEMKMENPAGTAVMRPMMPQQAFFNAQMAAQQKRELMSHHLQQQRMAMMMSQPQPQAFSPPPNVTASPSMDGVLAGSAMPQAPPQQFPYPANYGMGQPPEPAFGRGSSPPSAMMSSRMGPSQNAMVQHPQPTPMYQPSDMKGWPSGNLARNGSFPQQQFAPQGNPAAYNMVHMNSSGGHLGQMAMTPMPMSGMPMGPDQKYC
* = called active by the depositor; nt = no result given. This is a random part of the collection; overall some 3.6% were active at least once.

SMILES	PfM18AAP inh	VIM-2 inhibitor	IDE cell activ	FID counter	IDE cell inh	UBC9 SUMO inh	NS3 helicase inh	IMP-1 inhibitor	p-CIP stab down
CCCC[N+](CC#CCO)(CC#Cc1ccccc1)CCCC	-3.4	-3.4	8.0	-0.8	0.5	10.8	1.5	-3.6	-3.3
Cc1ccccc1OCC(=O)Nc1nnc(C2CCCC2)s1	-6.6	-3.1	-0.7	-18.8	8.4	13.4	8.2	-3.5	-7.0
COc1ccc(OC)c(S(=O)(=O)Nc2cc(Cl)cc(Cl)c2)c1	4.2	-2.1	8.1	-13.7	2.8	-4.6	1.3	1.3	4.0
CC(C)N(C(=O)COC(=O)c1ccc(O)cc1)C(C)C	0.0	-1.4	3.8	-6.6	0.2	-9.0	-8.4	0.0	0.6
CC(C)c1nnc(NC(=O)CCC(=O)NC2CCCCCCC2)s1	-12.1	0.4	0.6	-4.2	-2.4	-9.7	3.4	-1.7	6.6
COCc1nnc(NC(=O)c2cc(Cl)ccc2OC)s1	8.2	-0.9	-1.5	-4.7	2.6	11.5	7.4	-1.9	-5.0
O=C(c1ccc2c(=O)n3c(nc2c1)CCCCC3)N1CCc2ccccc21	23.7	-2.7	-1.2	-37.8	2.3	-3.3	1.2	0.0	-6.5
Cc1cccc(S(=O)(=O)N2CN(Cc3ccco3)c3nc4ccccc4nc32)c1	6.7	-1.8	-5.6	-5.9	1.8	28.1	16.1	-3.5	-3.4
COc1ccc(CN(C(=O)c2ccco2)C2CC(C)N(C)CC2C)cc1 (stereo not given)	-13.4	-1.3	-0.9	15.7	3.6	-8.0	6.9	-5.6	6.1
C=C(C)CN(CC)c1nc(N)c(C#N)c(CC#N)c1C#N	0.8	-2.0	-7.6	-13.9	5.2	12.2	-3.8	-4.6	-7.6
Fc1cccc(F)c1-n1c(CN2CCCC2)csc1=S	-5.3	0.6	-2.1	-2.4	-1.7	16.7	2.5	-0.8	-14.0
O=C1CN(C(=O)COC(=O)c2ccc[n+]([O-])c2)c2ccccc2N1	-3.8	-1.4	0.6	4.5	2.3	18.1	-0.5	-2.6	-5.8
O=C(CN1CCN(Cc2cccc(Cl)c2)C1=O)NCC1CCCO1 (stereo not given)	-0.5	-3.2	3.7	-8.1	-3.8	7.7	-2.9	-3.6	1.4
COc1ccccc1N1CCN(C(=O)c2ccccc2N(C)S(=O)(=O)c2ccc(C)cc2)CC1	-0.3	-0.8	-0.8	-54.9	6.2	5.1	-3.5	-3.6	1.5
COC(=O)c1cc(NCc2ccc3c(c2)OCO3)ccc1N1CCOCC1	4.5	-3.4	2.2	-7.8	2.5	1.8	-3.5	1.5	3.4
CCN(Cc1ccccc1)C(c1cc2ccc(C)cc2[nH]c1=O)c1nnnn1CCOC (stereo not given)	10.2	-1.7	4.0	-12.9	5.0	10.6	4.6	-3.7	0.5
Cc1ccc(OCc2nc(C#N)c(N3CCN(Cc4ccccc4)CC3)o2)cc1	2.1	-0.3	0.5	-21.9	3.0	-22.9	-10.1	-4.0	-0.1
CCc1cccc(CC)c1NC(=O)C1CC(=O)N(c2ccc3c(c2)OCCO3)C1 (stereo not given)	-1.1	0.9	3.9	-20.0	3.5	0.2	0.0	-0.3	-1.7
CC(C)(C)c1ccc(CCC2OCC(CN3CCOCC3)O2)cc1 (stereo not given)	-0.1	-2.0	5.7	-8.1	0.4	-5.5	-11.6	-0.6	2.8
COc1ccc(S(=O)(=O)c2c(O)c3ccc(C(=O)Nc4ccccc4Cl)cc3[nH]c2=O)cc1	6.5	1.1	7.2	-43.1	-2.7	6.2	24.1	1.5	7.7
O=C(Nc1ccc(-c2nc3cccnc3s2)cc1)c1ccco1	4.4	-1.9	8.9	-8.7	5.0	-28.7	6.8	-1.4	-6.4
CC1CCN(C(=O)Cn2c3ccc(F)cc3c3nc4n(c(=O)c32)CCCS4)CC1	6.5	-2.6	6.0	-30.6	3.9	nt	11.2	-0.4	-8.8
CCc1ccc2[nH]c3nc(SCC(=O)NNC(=O)c4ccc(C(C)(C)C)cc4)nnc3c2c1	4.4	-0.9	-1.0	-1.2	1.1	-18.8	-0.6	-3.3	1.9
Cc1cc(C)n(CC(=O)NNC(=O)C2CC(=O)N(Cc3ccccc3Cl)C2)n1 (stereo not given)	6.1	-2.1	1.0	-7.9	5.7	12.7	5.6	-3.3	5.2
Cc1ccn2cc(CNC(=O)c3ccc(Br)o3)nc2c1	-4.2	-5.4	-5.6	-5.4	-1.6	-5.9	-1.4	-5.5	8.5
CC(CN1CCCC1)OC(=O)Cc1ccc(Cl)cc1 (stereo not given)	3.9	2.6	8.2	4.3	2.3	-22.5	-1.0	-2.1	4.7
CCSc1nnc(NC(=O)C2Cc3ccccc3CN2C(=O)c2ccco2)s1 (stereo not given)	9.0	-4.0	1.9	-35.0	4.5	0.8	10.7	-3.2	-4.0
CCCNC(=O)Cn1c(=O)n(CC(=O)N2CCCCC2)c(=O)c2sccc21	-11.3	0.1	1.8	-2.5	1.5	14.8	1.2	0.8	2.1
CC(SC1CCCC1)C(=O)Nc1ccnn1C(C)C (stereo not given)	0.1	-1.4	3.7	2.4	4.2	23.5	3.4	-3.8	5.0
COc1ccc(S(=O)(=O)N2c3ccccc3NC(=O)CC2C)cc1 (stereo not given)	-2.1	-1.8	6.8	-4.0	-2.5	13.3	1.1	-3.2	0.8
Cc1nn(C(C)(C)C)c(NC(=O)c2ccc(Cl)cc2Cl)c1Br	-1.6	-2.3	nt	-4.8	-0.8	8.8	-1.3	-2.6	-16.6
O=C1CSc2nc3ccccc3n21	2.1	-1.0	2.3	1.4	1.6	23.7	-18.6	-2.6	-15.3
NC1(N)OC(CN2C(=O)c3ccccc3C2=O)CS1 (stereo not given)	-2.0	-1.6	4.7	-5.0	-1.1	10.5	2.6	-2.7	-6.7
CCn1c(SCC(=O)Nc2ncc(C(F)(F)F)cc2Cl)nnc1-c1cccc(C)c1	-4.5	-1.8	1.7	-35.9	1.4	-5.0	0.8	-3.2	-2.7
COc1ccnc(Oc2ccc3ccccc3c2)c1C#N	-2.9	-0.4	-0.2	5.1	5.4	-6.0	-4.1	0.8	-0.5
CC1(C)Cc2c(C#N)c(N)sc(=S)c2CO1	14.5	-3.4	-7.1	1.1	1.0	31.8	2.3	-1.3	-7.0
Cc1ccc(C)c(-n2nnnc2SCC(=O)c2ccc3c(c2)NC(=O)CO3)c1	-4.5	-3.1	-1.2	-6.6	-4.5	24.1	-2.2	-5.1	-29.7
COCCNC(=O)c1ccccc1NC(=O)c1cccc([N+](=O)[O-])c1C	-11.0	-0.3	1.3	1.8	2.2	7.2	-3.5	-1.9	-3.7
COc1ccc(/C=C2\SC(N3CCCCC3)=NC2=O)cc1OC	1.8	0.0	0.2	-28.3	-1.1	-9.4	3.2	-2.4	1.1
O=C(Nn1cnnc1)c1ccc(Cl)cc1	41.9*	-1.8	2.9	1.0	3.0	7.5	3.3	-2.2	2.6
Cc1ccc(Cl)c(OCC(=O)Nc2sc(C)c(C)c2C#N)c1	2.3	-4.1	-5.8	0.7	4.6	4.0	4.1	-4.2	2.7
O=C(NC1CCN(Cc2ccccc2)CC1)c1cc(-c2ccccn2)nc2ccccc12	-0.4	-2.5	-1.1	10.9	2.3	4.7	-2.6	-3.9	-27.1
CC(C)c1ccc(NC(=O)CNS(=O)(=O)c2ccc(F)cc2)cc1	-4.8	-3.7	-2.5	-12.2	7.2	-12.7	4.1	-2.1	-14.0
CCCC(C)C(=O)Nc1nc(C)c(-c2csc(Nc3ccc(Cl)cc3)n2)s1 (stereo not given)	-6.9	-2.5	1.0	-0.1	3.3	0.1	3.2	-1.5	-8.8
O=C(Nc1ccccn1)c1ccc(NC(=O)c2ccco2)cc1	-5.4	-1.8	-0.8	-7.4	-5.5	14.8	0.2	-2.0	0.6
Cc1nc2ccccc2c(=O)n1/N=C/c1ccc(O)c(O)c1O	46.7*	-2.1	-8.1	-2.3	-7.1	77.0	23.0	-1.7	-7.0
CN(Cc1cnccn1)C(=O)C1CCC(=O)N(CCc2ccccc2)C1 (stereo not given)	2.8	-1.7	-0.6	-12.6	4.7	4.4	9.8	-2.7	-10.8
COc1ccc(N(CC(=O)NN=C2CCCC2)S(=O)(=O)c2ccccc2)cc1Cl	0.2	-3.3	-5.6	-8.8	-1.9	-7.3	-6.1	-4.0	6.0
COc1ccccc1Oc1cn[nH]c1-c1ccc(O)cc1O	21.9	-1.6	-0.2	-7.5	-5.2	1.0	-3.1	-3.1	-12.5
O=C(Cn1nc(C(=O)O)c2ccccc2c1=O)Nc1ccc2c(c1)OCO2	1.6	-1.7	-0.5	-1.9	-2.0	11.5	-4.3	-3.0	-5.1
Later entries.
SMILES	PfM18AAP inh	VIM-2 inhibitor	IDE cell activ	FID counter	IDE cell inh	UBC9 SUMO inh	NS3 helicase inh	IMP-1 inhibitor	p-CIP stab down
O=C(/C=C/c1ccc(Br)cc1)c1ccc(NC2=NCCCS2)cc1	21.1	-2.7	-1.9	36.9*	2.6	-16.4	-94.2	2.0	-13.1
Cc1c(Cc2ccccc2)c(=O)oc2c(O)c(O)ccc12	47.0*	-0.7	nt	-8.8	nt	4.0	16.5	-4.9	-18.8
CCOc1ccc(Cl)cc1S(=O)(=O)N1CCCC1	-2.2	-2.3	-2.6	-8.1	0.7	2.9	1.0	-3.3	-3.5
CCOC(=O)c1c(N)c2cc([N+](=O)[O-])cnc2n1C	-10.9	-1.8	nt	-0.5	-0.4	27.3	-3.5	-1.0	-5.9
COc1cc(OC)cc(C(=O)NNC(=S)Nc2ccccc2OC)c1	3.3	-3.0	5.4	-4.5	1.1	-3.3	6.1	-2.0	-16.7
COC(=O)NNC(=O)C1CCC(C)CC1 (stereo not given)	-5.9	-0.2	2.8	-10.9	5.6	-7.7	-14.2	-0.9	1.8
CCOC(=O)Cn1ncc2c3ccccc3n(CC(=O)OCC)c2c1=O	-5.3	1.0	1.1	-18.8	-2.5	-8.1	-5.8	-1.0	-1.6
Cc1ccc(Cl)cc1-n1c(=O)cc(N2CC(C)OC(C)C2)[nH]c1=O (stereo not given)	1.9	-0.5	0.8	-11.0	0.0	14.7	12.7	-2.6	-22.5
CCN(CC)C(=O)COCc1cc(-c2ccc3c(c2)OCO3)on1	-4.0	-3.1	-1.8	-18.8	-0.5	-16.0	1.5	-1.3	5.5
